Source: PubChem (several laboratories)
HSP90 inh – blocks HSP90-mediated luciferase refolding in reticulocyte lysate. 0.91% of 290,000 active. Rabbit reticulocyte lysate, luciferase refolding luminescence, 3 h. AID 1789. inhibition, % at 5.6 µM;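 active = inhibition above the screen-wide mean plus 3 SD, computed separately per campaign, cut at about 16% in these data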;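 note: 0% = DMSO wells and 100% = 60 µM geldanamycin wells; inhibitors lower the luminescence because luciferase stays unfolded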
HSF1 inhib – HSF1 inhibition; NIH3T3-HGL HSE-luciferase, MG132-induced, luminescence 8 h; stronger effect = lower value; activity change, negative = inhibition, % at 7.5 µM (by protocol); 0.77% of 300,000 active;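 active = more than half of replicate wells show activity change below -50%, luminescence cut by over half; inconclusive = some wells, but at most half, below -50%; inactive = no replicate well below -50%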;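 note: luciferase reports HSF-1 transcriptional activity via heat shock element; 0% = median of DMSO wells and -100% = zero luminescence signal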
GSK3 alpha inh – inhibitors of human GSK-3 alpha kinase | P49840 | ADP-Glo luminescence, 60 min | AID 2650 | inhibition, % at 10 µM | 0.1% of 320,000 active;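 in the data active = inhibition above about 50%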;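 note: GST-tagged GSK-3 alpha with peptide substrate and 25 µM ATP; 0% = DMSO neutral wells and 100% = GW8510 positive control wells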
Target sequence (P49840 whole entry, looked up): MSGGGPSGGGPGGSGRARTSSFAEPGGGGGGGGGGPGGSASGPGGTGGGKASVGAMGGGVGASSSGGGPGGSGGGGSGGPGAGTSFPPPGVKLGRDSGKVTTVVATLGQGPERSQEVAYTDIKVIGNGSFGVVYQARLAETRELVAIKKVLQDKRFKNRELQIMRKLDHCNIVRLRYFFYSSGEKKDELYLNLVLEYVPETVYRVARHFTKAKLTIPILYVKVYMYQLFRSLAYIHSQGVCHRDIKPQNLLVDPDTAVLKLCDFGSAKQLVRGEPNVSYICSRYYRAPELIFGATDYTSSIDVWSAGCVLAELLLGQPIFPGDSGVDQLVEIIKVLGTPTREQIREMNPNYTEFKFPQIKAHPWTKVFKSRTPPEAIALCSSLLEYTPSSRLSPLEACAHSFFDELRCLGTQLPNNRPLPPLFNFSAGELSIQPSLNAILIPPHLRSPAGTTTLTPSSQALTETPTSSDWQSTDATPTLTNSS
GSK3B inh – human GSK3beta kinase inhibition. P49841. activity score (negative = inhibition), % at 10 µM. GST-GSK3beta kinase, ADP-Glo luminescence, 60 min; stronger effect = lower value. 0.038% of 300,000 active;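 active = more than half of replicate wells score below -50%, meaning over 50% inhibition versus plate controls; inconclusive = some replicates but at most half score below -50%; inactive = no replicate scores below -50%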;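 note: 0% = median DMSO wells and -100% = median GW8510 positive control wells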
Target sequence (P49841 whole entry, looked up): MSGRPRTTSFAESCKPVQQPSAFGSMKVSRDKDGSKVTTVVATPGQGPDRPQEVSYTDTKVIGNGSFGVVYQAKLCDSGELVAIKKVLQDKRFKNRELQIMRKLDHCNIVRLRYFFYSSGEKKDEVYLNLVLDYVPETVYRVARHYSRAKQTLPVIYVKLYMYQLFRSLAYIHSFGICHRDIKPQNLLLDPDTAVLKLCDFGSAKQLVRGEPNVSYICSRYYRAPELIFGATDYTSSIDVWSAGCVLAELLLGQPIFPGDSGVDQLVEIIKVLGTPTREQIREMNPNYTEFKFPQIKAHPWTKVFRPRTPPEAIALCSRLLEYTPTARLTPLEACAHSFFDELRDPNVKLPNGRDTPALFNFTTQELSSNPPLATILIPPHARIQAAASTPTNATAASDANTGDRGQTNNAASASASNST
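test system = GST-tagged human GSK3beta kinase, cell-free | reagent = 25 µM ATP with peptide substrate | dosing = one dose of 10 µM per compound | schedule = 60 min reaction, RT | detection = luminescent ADP-Glo measurement of ADP formed | control set = DMSO neutral wells and GW8510 at 20 µM as positive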
aSyn UTR inh – MLPCN primary screen, SNCA 5' untranslated region | alpha-synuclein 5'UTR reporter, inhibitor activity | inhibition, % (tested at 7.5 µM) | 0.82% of 300,000 active; in the data active = inhibition above about 60%; inconclusive = no clear call, values can overlap the other calls;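 note: H4 neuroglioblastoma cells stably carrying SNCA 5'UTR luciferase fusion; 0% = DMSO wells and 100% = positive control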
IEC-6 tox – counter-screen for KLF5 inhibitors: cytotoxicity in IEC-6 cells | AID 1825 | 0.78% of 290,000 active | inhibition, % at 5 µM | IEC-6 cytotoxicity, luminescence viability; in the data active = inhibition above about 22%;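 note: 0% = plate median of test compound wells and 100% = cytotoxic reference compound wells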
HSF1 activator – increases HSF-1 driven luciferase reporter signal | NIH3T3-HGL HSF-1 luciferase reporter, MG132, 8 h; 100% = twice DMSO control signal | activation, % at 9 µM | 1.7% of 300,000 active;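 active = mean replicate activation of at least 50% with a set share of replicates each reaching 50%; inconclusive = only one of those two conditions met; inactive = mean below 50% and too few replicates reaching it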;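 note: 0% = median of the neutral control wells and 100% = twice that signal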
AI-2 QS mod – modulates the Vibrio harveyi AI-2 quorum sensing system; Vibrio harveyi JMH597 AI-2 luminescence/OD600 ratio, 9 h; stronger effect = lower value; strain lacks LuxN and CqsS sensors; 0 = neutral-control median; activity change, % at 7.5 µM; 0.4% of 300,000 active; AID 2094; in the data active = activity change below about -75%, passing the limit was not always enough; inconclusive = no clear call, values can overlap the other calls;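 note: luminescence divided by OD600 gain over 9 h not by final OD600 alone; inactives centre near 13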
KLF5 inh – suppresses KLF5 promoter-driven expression; DLD-1 KLF5 promoter-luciferase reporter, luminescence; inhibition, % at 5 µM; 0.23% of 290,000 active;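 active = inhibition above a per-plate limit of that plate's mean compound inhibition plus 3 SD, cut at about 60% in these data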;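 note: 0% = DMSO wells and 100% = LY294002 at 200 µM; higher means less KLF5 promoter-driven luciferase light; inactives centre near -14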
PolyA inhibitor – blocks polyadenylation in yeast reporter cells. S. cerevisiae SKY197-pL101 polyadenylation reporter, beta-gal luminescence; efflux-impaired pdr1/pdr3 knockout yeast; score 100 = 6 SD above DMSO. calls only at 12 µM. 0.02% of 300,000 active;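 active = lowest replicate activity score at least 50, where 100 means six control SD above control mean; inconclusive = lowest score under 50 but half or more replicates reach 50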;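 note: yeast exposed to compound for 9 h at 30 °C; higher score means more reporter readthrough which indicates perturbed polyadenylation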
Starred values were filed as active, the others as inactive. A portion of the library. The share of hits here may be higher or lower than overall.

`CC(C(=O)N1c2ccccc2CCc2ccccc21)n1nnc(-c2ccc(N(C)C)cc2)n1` (stereo unspecified) gave HSP90 inh 3, HSF1 inhib -1, GSK3 alpha inh 2, GSK3B inh 1, aSyn UTR inh -23, IEC-6 tox -3, HSF1 activator 1, AI-2 QS mod 42, KLF5 inh 14 and PolyA inhibitor inactive.
Cc1cc(C(=O)CN2C(=O)C(=O)N(C3CCCC3)C2=O)c(C)n1-c1ccc(F)cc1 was read as HSP90 inh 1, HSF1 inhib 0, GSK3 alpha inh -3, GSK3B inh -7, aSyn UTR inh -1, IEC-6 tox -1, HSF1 activator 2, AI-2 QS mod 18, KLF5 inh -27 and PolyA inhibitor inactive.
For Cc1cc(C(=O)CSc2nnnn2C)c(C)n1CCc1ccc(Cl)cc1 the results were HSP90 inh -1, HSF1 inhib -1, GSK3 alpha inh 0, aSyn UTR inh -3, IEC-6 tox -4, HSF1 activator 2, KLF5 inh -24 and PolyA inhibitor inactive.
Screening CC1SC(c2ccccc2)N(CC(O)c2ccc([N+](=O)[O-])cc2)C1=O (stereo unspecified) returned HSP90 inh 1, HSF1 inhib 15, GSK3 alpha inh -2, GSK3B inh 0, aSyn UTR inh 1, IEC-6 tox 4, HSF1 activator 14, AI-2 QS mod 30, KLF5 inh -2 and PolyA inhibitor inactive.
Screening Cc1nn(Cc2ccccc2)c(N)c1C#N returned HSP90 inh -1, HSF1 inhib -4, GSK3 alpha inh -1, GSK3B inh -6, aSyn UTR inh -16, IEC-6 tox -6, HSF1 activator 1, AI-2 QS mod -5, KLF5 inh -8 and PolyA inhibitor inactive.
O=C(NNc1ccc([N+](=O)[O-])cc1)C12CC3CC(CC(C3)C1)C2 was read as HSP90 inh 1, HSF1 inhib -3, GSK3 alpha inh -3, GSK3B inh 3, aSyn UTR inh -32, IEC-6 tox 6, HSF1 activator 14, AI-2 QS mod 7, KLF5 inh 5 and PolyA inhibitor inactive.
`Cc1cc(C(=O)O)ccc1N=Cc1c(O)ccc2ccccc12` gave HSP90 inh 4, HSF1 inhib -5, GSK3 alpha inh 0, GSK3B inh 1, aSyn UTR inh 8, IEC-6 tox -1, HSF1 activator 6, AI-2 QS mod 2, KLF5 inh -21 and PolyA inhibitor inactive.
`CCn1cc(/C=N\NC(=O)COc2cccc(C)c2C)c(C)n1` gave HSP90 inh 0, HSF1 inhib -2, GSK3 alpha inh -1, GSK3B inh 7, aSyn UTR inh -13, IEC-6 tox 4, HSF1 activator -14, AI-2 QS mod 3, KLF5 inh 8 and PolyA inhibitor inactive.
Screening CCOc1cc(CNC)ccc1OCC(=O)NC(C)(C)C returned HSP90 inh 3, HSF1 inhib -8, GSK3 alpha inh -1, GSK3B inh 0, aSyn UTR inh 5, IEC-6 tox 3, HSF1 activator -17, AI-2 QS mod 6, KLF5 inh -7 and PolyA inhibitor inactive.
For O=C1c2ccc3c4c(ccc(c24)C(=O)N1CCCCO)C(=O)N(CCCCO)C3=O the results were HSP90 inh 0, HSF1 inhib 37, GSK3B inh 3, aSyn UTR inh 111*, IEC-6 tox 29*, HSF1 activator inconclusive, AI-2 QS mod 19, KLF5 inh 10 and PolyA inhibitor inactive.
For CC1CCCN(C(=S)Nc2ccc(Nc3ccccc3)cc2)C1 (stereo unspecified) the results were HSP90 inh -4, HSF1 inhib 61, GSK3 alpha inh -1, GSK3B inh 0, aSyn UTR inh -123, IEC-6 tox 3, HSF1 activator 93*, AI-2 QS mod 2, KLF5 inh -15 and PolyA inhibitor inactive.
COc1ccc(/C=C(\NC(=O)c2ccccc2)C(=O)N/N=C/c2ccncc2)cc1 was read as HSP90 inh -1, HSF1 inhib -9, GSK3 alpha inh -2, GSK3B inh -1, aSyn UTR inh 2, IEC-6 tox -8, HSF1 activator -14, AI-2 QS mod 35, KLF5 inh -20 and PolyA inhibitor inactive.
`O=C(COn1nnc2ccc(C(F)(F)F)cc21)Nc1nnc(-c2ccccc2)o1` gave HSP90 inh 1, HSF1 inhib 0, GSK3 alpha inh -1, GSK3B inh 5, aSyn UTR inh 8, IEC-6 tox 2, HSF1 activator 2, AI-2 QS mod 19, KLF5 inh -15 and PolyA inhibitor inactive.
`CCCCNC(=S)N1CCN(C(c2ccccc2)c2ccccc2)CC1` gave HSP90 inh 1, HSF1 inhib -3, GSK3 alpha inh 1, GSK3B inh 0, aSyn UTR inh 22, IEC-6 tox -4, HSF1 activator -2, AI-2 QS mod 12, KLF5 inh 16 and PolyA inhibitor inactive.
CCOC(=O)[C@@H]1[C@H]2COc3ccc(Br)cc3[C@@H]2N2C(=O)N(c3ccc(C(F)(F)F)cc3)C(=O)[C@]12C was read as HSP90 inh 0, HSF1 inhib -4, GSK3 alpha inh 0, GSK3B inh 1, aSyn UTR inh 11, IEC-6 tox -1, HSF1 activator -3, AI-2 QS mod 34, KLF5 inh 0 and PolyA inhibitor inactive.
`Clc1ccc2c(c1)C(c1cccs1)=NNC(c1cccnc1)=N2` gave HSP90 inh 3, HSF1 inhib 5, GSK3 alpha inh 1, GSK3B inh 0, aSyn UTR inh -13, IEC-6 tox 5, HSF1 activator 7, AI-2 QS mod 11, KLF5 inh -2 and PolyA inhibitor inactive.
For O=C(NC1CC1)C1=C[C@@H](c2c[nH]c3ccccc23)C[C@@H](OCCCCO)O1 the results were HSF1 inhib -7, GSK3 alpha inh -4, GSK3B inh -2, aSyn UTR inh 21, HSF1 activator -12, AI-2 QS mod 36 and PolyA inhibitor inactive.
CCn1c(SCC(=O)Nc2ccc(Cl)cc2)nc2nc3c(cc2c1=O)CCCC3 was read as HSP90 inh 2, HSF1 inhib 16, GSK3 alpha inh -3, GSK3B inh -1, aSyn UTR inh -13, IEC-6 tox -1, HSF1 activator inconclusive, AI-2 QS mod 7, KLF5 inh 16 and PolyA inhibitor inactive.
For O=C(NC1CC1)C1=C[C@H](c2ccc(Br)cc2)C[C@H](OCc2ccc(CO)cc2)O1 the results were HSF1 inhib 0, GSK3 alpha inh 0, GSK3B inh 3, aSyn UTR inh 13, HSF1 activator -9, AI-2 QS mod 20 and PolyA inhibitor inactive.
`COC(=O)CCc1c(C)[nH]c(C(=O)OCc2ccccc2)c1C` gave HSP90 inh 5, HSF1 inhib 10, GSK3 alpha inh -1, GSK3B inh -3, aSyn UTR inh -7, IEC-6 tox 3, HSF1 activator 15, AI-2 QS mod 7, KLF5 inh -44 and PolyA inhibitor inactive.
Screening CS(=O)(=O)Nc1ccccc1C(=O)NCc1ccco1 returned HSP90 inh 3, HSF1 inhib -2, GSK3 alpha inh 0, GSK3B inh 2, aSyn UTR inh 0, IEC-6 tox -5, HSF1 activator -18, AI-2 QS mod 18, KLF5 inh -21 and PolyA inhibitor inactive.
`O=C(CCCN1C(=O)c2ccccc2C1=O)Nc1cccnc1` gave HSP90 inh 2, HSF1 inhib 1, GSK3 alpha inh -1, GSK3B inh -4, aSyn UTR inh -9, IEC-6 tox -1, HSF1 activator -8, AI-2 QS mod 2, KLF5 inh -24 and PolyA inhibitor inactive.
For Oc1ccc(N2CCN(Cc3c(-c4ccccc4)nc4ccccn34)CC2)cc1 the results were HSP90 inh -4, HSF1 inhib 13, GSK3 alpha inh 0, GSK3B inh 1, aSyn UTR inh 5, IEC-6 tox 3, HSF1 activator 35, AI-2 QS mod -10, KLF5 inh -32 and PolyA inhibitor inactive.
For CCOc1ccc(CCNC(=O)c2ccc(C)c(NC3=NC4CS(=O)(=O)CC4S3)c2)cc1 (stereo unspecified) the results were HSP90 inh 0, HSF1 inhib 2, GSK3 alpha inh 1, GSK3B inh -3, aSyn UTR inh -7, IEC-6 tox -6, HSF1 activator -4, AI-2 QS mod 18, KLF5 inh -3 and PolyA inhibitor inactive.
Screening Cn1nnc(NC(=O)COc2ccc(C3CCCCC3)cc2)n1 returned HSP90 inh 0, HSF1 inhib -6, GSK3 alpha inh -8, GSK3B inh 1, aSyn UTR inh -2, IEC-6 tox -3, HSF1 activator -12, AI-2 QS mod 1, KLF5 inh -15 and PolyA inhibitor inactive.
CCC(C)C1=CC(=Nc2c(C)n(C)n(-c3ccccc3)c2=O)C=C(C(C)CC)C1=O (stereo unspecified) was read as HSP90 inh -4, HSF1 inhib 3, GSK3 alpha inh 5, GSK3B inh 2, aSyn UTR inh 13, IEC-6 tox 3, HSF1 activator -16, AI-2 QS mod 4, KLF5 inh -17 and PolyA inhibitor inactive.
Screening OC(c1ccccc1)c1nc2ccccc2s1 (stereo unspecified) returned HSP90 inh -2, HSF1 inhib 3, GSK3 alpha inh 1, GSK3B inh 1, aSyn UTR inh 16, IEC-6 tox -5, HSF1 activator -7, AI-2 QS mod 29, KLF5 inh -8 and PolyA inhibitor inactive.
For CCOC(=O)c1c(C)[nH]c(C)c1C(=O)CSc1nnc(-c2ccncc2)n1Cc1ccccc1 the results were HSP90 inh 6, HSF1 inhib -6, GSK3B inh -2, aSyn UTR inh -9, IEC-6 tox -1, HSF1 activator 5, AI-2 QS mod 15, KLF5 inh -8 and PolyA inhibitor inactive.
CN(CC(=O)O/N=C(\N)c1ccccn1)S(=O)(=O)c1cc(Cl)ccc1Cl was read as HSP90 inh -2, HSF1 inhib 4, GSK3 alpha inh -1, GSK3B inh -6, aSyn UTR inh 7, IEC-6 tox 5, HSF1 activator -1, AI-2 QS mod 5, KLF5 inh -2 and PolyA inhibitor inactive.
O=C(Nc1ccc(N2CCN(C(=O)c3ccco3)CC2)c(Cl)c1)c1cccnc1 was read as HSP90 inh 5, HSF1 inhib -12, GSK3 alpha inh -1, GSK3B inh 2, aSyn UTR inh -5, IEC-6 tox 1, HSF1 activator -3, AI-2 QS mod 26, KLF5 inh -27 and PolyA inhibitor inactive.
For CCOC(=O)CSc1nnc(-c2cccs2)n1-c1ccccc1 the results were HSP90 inh 1, HSF1 inhib 0, GSK3 alpha inh 2, GSK3B inh 1, aSyn UTR inh 5, IEC-6 tox -3, HSF1 activator 2, AI-2 QS mod 17, KLF5 inh -14 and PolyA inhibitor inactive.
For Cn1c(N)c(Br)c(-c2ccc(F)cc2)c(C#N)c1=O the results were HSP90 inh -3, HSF1 inhib 3, GSK3 alpha inh -4, GSK3B inh -3, aSyn UTR inh 18, IEC-6 tox -5, HSF1 activator 0, AI-2 QS mod 12, KLF5 inh -11 and PolyA inhibitor inactive.
CCCc1nnc(NC(=O)CCC(=O)NCc2ccccc2OC)s1 was read as HSP90 inh 2, HSF1 inhib 2, GSK3 alpha inh -7, GSK3B inh 0, aSyn UTR inh -11, IEC-6 tox 2, HSF1 activator -5, AI-2 QS mod 8, KLF5 inh -14 and PolyA inhibitor inactive.
